# TDP1 block: qHTS Assay for Inhibitors of Tyrosyl-DNA Phosphodiesterase (TDP1); Tyrosyl-DNA phosphodiesterase 1 (Homo sapiens), Q9NUW8; recombinant TDP1, AlphaScreen DNA substrate cleavage; Potency, µM (top dose mostly 130 µM), for inactives: top-dose activity change, negative = inhibition, hits mostly inhibitors; 0.28% of 350,000 active; AID 485290, 2010; also: nearly all actives have a fitted effect of over 40% in size
# Target sequence (Q9NUW8 whole entry, looked up): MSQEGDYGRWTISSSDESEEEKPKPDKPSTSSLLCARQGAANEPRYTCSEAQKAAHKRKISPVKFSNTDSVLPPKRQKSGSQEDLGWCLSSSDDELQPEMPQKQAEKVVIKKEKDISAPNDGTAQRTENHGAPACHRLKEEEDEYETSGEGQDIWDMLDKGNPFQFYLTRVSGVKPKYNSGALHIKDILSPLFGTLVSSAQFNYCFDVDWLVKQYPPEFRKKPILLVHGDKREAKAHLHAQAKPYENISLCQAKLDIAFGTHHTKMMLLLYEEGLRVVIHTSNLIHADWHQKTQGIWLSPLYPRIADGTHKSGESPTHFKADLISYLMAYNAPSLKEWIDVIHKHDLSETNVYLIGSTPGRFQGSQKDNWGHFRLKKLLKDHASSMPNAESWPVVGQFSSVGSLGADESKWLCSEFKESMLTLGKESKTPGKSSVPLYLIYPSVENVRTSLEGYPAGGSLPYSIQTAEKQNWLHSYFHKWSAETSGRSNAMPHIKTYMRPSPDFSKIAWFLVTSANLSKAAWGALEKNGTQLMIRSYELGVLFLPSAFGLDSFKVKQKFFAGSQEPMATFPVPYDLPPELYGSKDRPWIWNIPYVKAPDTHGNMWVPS
#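 Recombinant human Tdp1 (E. coli-expressed, 1 nM final) preincubated with compounds 15 min at room temperature, then 5'-biotin/3'-phosphotyrosine-FITC DNA substrate (15 nM final) added for 5 min. AlphaScreen beads (10 ug/ml final) added 10 min; cleavage lowers signal.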
# N370S GC: qHTS Assay for Inhibitors and Activators of N370S glucocerebrosidase as a Potential Chaperone Treatment of Gaucher Disease; Lysosomal acid glucosylceramidase (Homo sapiens), P04062; N370S GC spleen homogenate, 4MU-glucoside fluorescence; Potency, µM (series often up to 59.4 µM), without a hit: at the top dose activity change, negative = inhibition, actives largely listed as inhibitors; 0.092% of 330,000 active; AID 2101, 2009;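 also: 0% = full enzyme activity and -100% = no enzyme basal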
# FEN1 inh: qHTS Assay for the Inhibitors of Human Flap endonuclease 1 (FEN1) | 0.35% of 390,000 active | Recombinant FEN1 flap cleavage, fluorescence, 15 min | Potency, µM (titrated, usually from 114 µM), for the others: top-dose activity change, negative = inhibition, actives largely listed as inhibitors; also: nearly all actives have a fitted effect of over 65% in size
# Target sequence (P39748 whole entry, looked up): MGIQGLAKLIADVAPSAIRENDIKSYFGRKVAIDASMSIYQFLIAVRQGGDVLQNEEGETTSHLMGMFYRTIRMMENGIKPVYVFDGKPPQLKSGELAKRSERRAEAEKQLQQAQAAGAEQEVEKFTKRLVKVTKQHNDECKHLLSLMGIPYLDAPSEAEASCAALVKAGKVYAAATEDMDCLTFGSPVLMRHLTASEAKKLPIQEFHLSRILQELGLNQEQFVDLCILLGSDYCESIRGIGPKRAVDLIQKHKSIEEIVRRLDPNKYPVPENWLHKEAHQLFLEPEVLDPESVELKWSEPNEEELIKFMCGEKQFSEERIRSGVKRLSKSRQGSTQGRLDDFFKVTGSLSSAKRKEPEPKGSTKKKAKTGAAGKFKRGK
#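 FEN1 at 10 nM, compound pretreatment for 15 min (room temperature), 50 nM final substrate to initiate; endpoint reads at 0 and 15 min; DMSO-only plates used as vehicle background.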
# * marks the source's active call; other numbers are inactive results; ? = inconclusive; . = not tested or not shown; & = joins results of further samples; [ ] = another dose, or the depositor's remark. Calls follow the shape of the dose curve; as a rule, active = well fitted curve in the direction sought with a large enough effect; inconclusive = small, poorly fitted or top-dose-only effect, or another doubt; inactive = no such curve, though single readings can be large; an effect the other way counts as inactive or inconclusive. Unless noted, % is scaled to controls: 0 for no effect and ±100 for the full control effect; potency is read from the fitted curve at half-maximal effect.
# Sequence of screens: TDP1 block | N370S GC | FEN1 inh
CCc1cccc(C)c1NC(=O)CCCSc1nc2ccccc2s1
 : 3% | 19% | 11%
COc1ccc(Cc2nnc(NC(=O)c3ccc(OC(C)=O)cc3)s2)cc1OC
 : . | -7% | 2%
CCOc1ccc(NS(=O)(=O)c2ccc3c(c2)N(C(C)=O)CCS3)cc1
 : 1% | 1% | 14%
COc1cc(Oc2nc(C(F)(F)F)nc3ccccc23)ccc1C=O
 : . | 5% | -4%
COc1cc(C)c(CN2CCC(Oc3ccc(C(=O)N4CCCC4)cc3)CC2)cc1C
 : 4%[56.1 µM] | -18% | -12%
Cc1ccc(CNC(=O)C2(C)Oc3ccccc3NC2=O)cc1 (stereo not drawn)
 : 2% | 5% | -2%
COc1ccc(C(=O)NC(C)c2nnc(SCc3ccc(Cl)c(Cl)c3)n2C)cc1 (stereo not drawn)
 : 0% | 6% | -19%
COc1ccc(-c2ccc3c(c2)S(=O)(=O)c2cccc(C(=O)NCc4ccccc4Cl)c2C3=O)cc1OC
 : 25µM* | . | ?
C[N+]1(CCC(=O)c2ccccc2)CCCCC1
 : 0% | -10% | 3%
COc1ccccc1Oc1ccc(-c2cnc3ccccc3n2)cc1[N+](=O)[O-]
 : 0% | 21% | 11%
Cc1cccc(N2CCN(C(=O)Cc3c(C(=O)O)c(C)cn3C)CC2C)c1 (stereo not drawn)
 : -9% | . | 0%
CN(c1ccccc1)S(=O)(=O)c1cccc(C(=O)OCC(=O)NCc2ccc3c(c2)OCO3)c1
 : 3% | -2% | -3%
COc1ccc(N2CCN(C(c3nnnn3C3CCCC3)C(C)C)CC2)cc1 (stereo not drawn)
 : 2% | -2% | 14%
Cc1cc2n(c(=O)c1C#N)CCCN2c1ccccc1
 : 1% | 4% | -3%
COc1cccc(C2=NOC(C(=O)Nc3cc(C)on3)C2)c1 (stereo not drawn)
 : 6% | 12% | 2%
Oc1ccc(Br)cc1C1C=C(c2ccc3c(c2)OCO3)NC(c2ccc(F)c(Br)c2)N1 (stereo not drawn)
 : 1% | . | -7%
CCn1c(=O)n(CC(=O)Nc2ccc(F)cc2)c(=O)c2ccccc21
 : 3% | -4% | -10%
CCN(CC)Cc1c(O)ccc2c(=O)c(-c3ccccc3)coc12
 : . | 7% | 2%
COc1ccc(CNC(=O)CN2C(=O)NC(c3ccccc3)(c3ccccc3)C2=O)cc1
 : 3% | . | -17%
COc1ccc(CN2C(=O)C(C)Oc3ccccc32)cc1 (stereo not drawn)
 : . | -14% | -1%
CCOc1cc(CNc2ccc(S(N)(=O)=O)cc2)ccc1OCC(=O)NC(C)(C)C
 : 0% | 7% | -4%
O=C(CSc1nc2ccccc2o1)Nc1ccc(N2CCOCC2)cc1
 : 6% | -7% | 2%
Cc1ccc(NC(=O)/C(C#N)=C/c2ccc(C)o2)cc1
 : 6%[12.3 µM] | . | 2%
COc1ccc(OC)c(NC(=O)N2CCCC(C(=O)c3ccccc3OC)C2)c1 (stereo not drawn)
 : 0% | 1% | -4%
Cc1ccc(C)c(N2CCN(c3nc4ccccc4n4nnnc34)CC2)c1
 : 5% | . | 5%
Cc1ccsc1/C=C/C(=O)O
 : 8% | 0% | -5%
O=C(CN1CCc2cc3c(cc2C1)OCCCO3)Nc1cccc(Br)c1
 : 4% | -1% | -22%
CN(C)c1ccc(C(=O)c2ccccc2C(=O)O)c(O)c1
 : 6% | -4% | -3%
CCCCNC(=O)NS(=O)(=O)c1ccc(NS(=O)(=O)c2ccccc2)cc1
 : 1% | -24% | -5%
Cn1cc(P(=O)(N2CCOCC2)N2CCOCC2)cc1P(=S)(N1CCOCC1)N1CCOCC1
 : -5% | -3% | 3%
O=C(NCc1cccnc1)c1ccc(S(=O)(=O)N2CCCCCC2)cc1
 : 0% | -5% | 0%
COc1ccc(C(=O)c2coc3ccc(O)cc23)cc1
 : 6% | -1%&-6% | -2%
O=C(NCCC1=CCCCC1)C1CCN(Cc2cnn(-c3ccccc3)c2-n2cccc2)CC1
 : 3% | -11% | -2%
CCN(CC)CCN(C)Cc1nc(C(c2ccccc2)c2ccccc2)no1
 : . | -18% | -7%
CCc1noc(C)c1C(=O)Nc1ccc(C#N)cc1
 : . | -15% | 2%
CCNc1ccc(C(=O)O)cc1N
 : 3% | -6% | -2%
CC(C)(C)c1ccc(-c2nc(C#N)c(N3CCC(C(N)=O)CC3)o2)cc1
 : . | -8% | -17%
COCCN=C1NN=C(c2ccc(C)c([N+](=O)[O-])c2)CS1
 : 8% | 6% | -1%
CC1CCC(NC(=O)CC(C)(C)Cc2nc3ccccc3c(=O)[nH]2)CC1 (stereo not drawn)
 : -8% | 8% | -7%
CCCCn1c(N)c(N(CCC(C)C)C(=O)C2CC(=O)N(CCc3ccc(OC)c(OC)c3)C2)c(=O)[nH]c1=O (stereo not drawn)
 : -8% | -6% | 5%
COc1ccc(N2CCN(C(=O)CN3CCN(c4nc(-c5ccc(F)cc5)cs4)CC3)CC2)cc1
 : 9% | -5% | -13%
Cc1ccc(C(=O)OCc2nc(N)nc(Nc3ccccc3C)n2)cc1
 : 2% | -9% | -3%
Cc1cnc(C(=O)OCC(=O)N=c2sccn2Cc2ccccc2Cl)cn1
 : 3% | 1% | -6%
c1ccc2c(c1)SCc1c-2[nH]c2ccccc12
 : 19% | 0% | .
CCCCCn1c(=O)[nH]c2cc(C(=O)N3CCN(c4cccc(C(F)(F)F)c4)CC3)ccc2c1=O
 : 3% | . | -6%
O=C(C1=C(O)C(=O)N(c2ncccn2)C1c1ccc(Cl)c(Cl)c1)c1ccco1 (stereo not drawn)
 : -14% | -1% | -19%
COCCNC(=O)CSc1c(C)cnc2c1c(=O)n(C)c(=O)n2C
 : 3% | . | 1%
CCc1noc(C)c1C(=O)Nc1nc2ccc(OC)cc2s1
 : . | -7% | 3%
CO/N=C(/CS(=O)(=O)Cc1ccccc1Cl)c1ccc(Cl)cc1Cl
 : -7% | 9% | -10%
COc1ccc(C2CC(=O)Nc3c2c(C)nn3-c2nncc(-c3ccccc3)n2)c(OC)c1OC (stereo not drawn)
 : 6% | . | -17%
CS(=O)(=O)Nc1ccccc1C(=O)OCC(=O)NCc1cccs1
 : 0% | . | 3%
COc1cccc(NC(=O)C2CCCN2C(=O)Nc2ccccc2)c1 (stereo not drawn)
 : 8% | -15% | 7%
C=CCc1cccc(CNc2cnc3ccccc3c2)c1O
 : . | 2% | ?
COc1ccccc1N1CCN(c2nc3ccccc3nc2C(C#N)C(=O)OC(C)C)CC1 (stereo not drawn)
 : 10% | 5% | -8%
CCOC(=O)CC(=O)CSc1ncc(C(=O)OCC)c(N)n1
 : 2% | -6% | 1%
O=C(NCCCCCCNC(=O)c1ccc(Br)s1)c1ccc(Br)s1
 : -2% | 3% | -6%
O=C1C=C(c2ccc3ccccc3c2)C[C@@H](c2ccc(Cl)cc2)C1
 : 1% | . | -2%
Cc1ccc(C(=O)Nn2c(O)c(C=C3N=c4ccccc4=N3)sc2=S)cc1
 : 5% | -14% | -20%
Cc1cc(NCCOCCO)n2ncc(-c3ccc(Cl)cc3)c2n1
 : 3% | 9% | -7%
COc1ccc(-c2c(C)n([O-])c(C)c(C)[n+]2=O)cc1
 : -2% | 8% | 1%

# (listing goes on)
# Sequence of screens: TDP1 block | N370S GC | FEN1 inh
COCCCNS(=O)(=O)c1ccc(N2CCCCS2(=O)=O)cc1
 : -1% | . | -4%
COc1cccc([C@@H]2Oc3ccc(Br)cc3C(=O)[C@H]2OC(=O)Nc2ccc(C)c(Br)c2)c1
 : 9% | -5% | .
O=C(CSc1nc2ccc(Nc3nc(N4CCOCC4)nc(N4CCOCC4)n3)cc2s1)Nc1ccccc1Cl
 : 0% | -5% | 1%
COc1ccc(S(=O)(=O)n2nc(OC(=O)c3ccccc3)cc2N)cc1
 : 5% | 18% | -18%
Cc1ccc2nc3c(c(C(=O)OCC(=O)NC4CCS(=O)(=O)C4)c2c1)CCCC3 (stereo not drawn)
 : 6% | 0% | -7%
Cc1nnc(SCC(=O)NCC2CCCO2)n1Cc1ccccc1 (stereo not drawn)
 : 0% | . | 10%
NC(=O)c1ccc(NC(=O)COC(=O)/C=C/c2cccs2)cc1
 : 0% | -3% | 1%
Cc1ccc(C(=O)c2c3ccccc3[n+]([O-])n2CCO)cc1
 : 1% | -16% | -1%
Cn1c(=O)[nH]c(=O)c2c1nc(N1CCC(Cc3ccccc3)CC1)n2Cc1ccccc1
 : 6% | ? | -22%
O=C(Nc1ccccc1)c1ccc2c(O)c(S(=O)(=O)c3ccc(Cl)cc3)c(=O)[nH]c2c1
 : 3% | . | ?
COc1ccc(OC)c(NC(=O)CCNC(=O)c2ccco2)c1
 : 7%[0.0935 µM] | -8% | -3%
CCOc1ccc(CN(C)CC(=O)NCc2ccccc2Cl)cc1
 : -8% | 17% | -6%
CN(C)CCCNc1oc(-c2ccccc2Cl)nc1S(=O)(=O)c1ccccc1
 : 4% | . | -6%
COc1ccc(/C=N/n2cnc3c([nH]c4ccccc43)c2=O)cc1COc1ccccn1
 : 0% | -4% | .
O=C(CCCN1C(=O)c2cccc3cccc(c23)C1=O)N1CCN(c2ccc(F)cc2)CC1
 : 7% | -9% | -21%
Cc1ccccc1C(=O)NN1C(=O)CSC1=S
 : 4% | -7% | -5%
CCc1ccccc1NC(=O)C(=O)NCCc1sc(-c2cccc(C)c2)nc1C
 : 7% | . | -5%
O=C(O)CNC(=O)c1ccc(OC(F)F)cc1
 : -2% | -5% | 9%
O=C(CNCc1ccccc1Cl)Nc1cc(S(=O)(=O)N2CCOCC2)ccc1Cl
 : 4% | . | -4%
Cc1c(OCC(=O)NC2CC(C)(C)NC(C)(C)C2)ccc2c3c(c(=O)oc12)CCC3
 : 4% | 0% | -20%
Cc1cc(C)nc(SCc2c(F)cccc2Cl)n1
 : -8% | -9% | -9%
COc1ccccc1N1CCN(S(=O)(=O)CCNC(=O)C2CCCCC2)CC1
 : . | -19% | 1%
O=C(c1ccc2c(c1)N(Cc1cccc(Cl)c1)C(=O)c1ccccc1S2(=O)=O)N1CCN(c2cccc(C(F)(F)F)c2)CC1
 : 0% | . | -2%
COc1ccc(N2CCN(C(=O)c3nc(-c4ccc(Cl)cc4)n4c3CCCCC4)CC2)cc1
 : 10% | . | 6%
O=S(=O)(Nc1ccc2nc(N3CCOCC3)sc2c1)c1ccccc1
 : 13% | 0% | 11%
O=C(CC(NC(=O)C(F)(F)F)c1ccccc1)Nc1nnc(CCc2ccccc2)s1 (stereo not drawn)
 : -3% | 1% | -1%
Cc1cc(C)n(CCC(=O)N/N=C/c2c(O)ccc3ccccc23)n1
 : -4% | -2% | 1%
O=C(CNC(=O)C1COc2ccccc2O1)N/N=C\c1ccc(Cl)cc1 (stereo not drawn)
 : 4% | 4% | 1%
COc1ccc(/C=N/Nc2nnc(C)n2N)cc1OC(C)=O
 : . | 6% | -13%
O=C(CCN1CCN(c2ccccc2)CC1)NNC(=O)Cc1ccccc1Cl
 : 0%[56.1 µM] | . | -6%

# Given field by field: 4 of the compounds above
Molecule: Cc1ccccc1C(=O)NN1C(=O)CSC1=S
  TDP1 block = 4%
  N370S GC = -7%
  FEN1 inh = -5%
Molecule: Cc1ccc2nc3c(c(C(=O)OCC(=O)NC4CCS(=O)(=O)C4)c2c1)CCCC3 (stereo not drawn)
  TDP1 block = 6%
  N370S GC = 0%
  FEN1 inh = -7%
Molecule: Cc1nnc(SCC(=O)NCC2CCCO2)n1Cc1ccccc1 (stereo not drawn)
  TDP1 block = 0%
  N370S GC = .
  FEN1 inh = 10%
Molecule: O=C(CNCc1ccccc1Cl)Nc1cc(S(=O)(=O)N2CCOCC2)ccc1Cl
  TDP1 block = 4%
  N370S GC = .
  FEN1 inh = -4%

# Later entries:
# Sequence of screens: TDP1 block | N370S GC | FEN1 inh
COC(=O)c1sc(=S)n(-c2ccc(Cl)cc2)c1C
 : -3% | 16% | 1%
C[C@@H]1CC[C@]2(C(=O)O)CC[C@]3(C)C(=CCC4[C@@]5(C)C[C@@H](O)[C@H](O)[C@@](C)(CO)C5[C@H](O)C[C@]43C)C2[C@H]1C (stereo partly drawn)
 : 6% | 13% | .
O=C(COc1ccc(Br)cc1)NCC1COc2ccccc2O1 (stereo not drawn)
 : -5% | . | ?
C[C@H](NC(=O)OCc1ccccc1)C(=O)NNC(=O)[C@H](C)NC(=O)OCc1ccccc1
 : 4% | -7% | 0%
O=C(COC(=O)c1ccccc1-n1cnnn1)c1ccc(F)c(F)c1
 : . | -13% | -2%
C=CCN(CC(=O)Nc1cccnc1)S(=O)(=O)c1ccc(Cl)cc1
 : 1% | . | 0%
CC(C)CN(CC(C)C)S(=O)(=O)N1CCC(C(=O)NCc2ccc3c(c2)OCO3)CC1
 : 3% | 10% | 15%

# From PubChem BioAssay

# Rows were taken by chance; overall some 0.57% were active at least once.
